Screens: PubChem, National Center for Advancing Translational Sciences (NCATS)
POLI inh – blocks human DNA polymerase iota activity | Q9UNA4 | Pol iota fluorescent replication assay, 10 min | Potency, µM (doses to about 115 µM), for the others: at the highest dose activity, negative = inhibition, usual class: inhibitors | actives 1% (n = 390,000) | AID 588590; also: potency is read from the fitted curve at half-maximal effect
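Fluorescent replication assay read twice, at 0 min and 10 min after adding 50 nM (final) substrate. Enzyme (10 nM) and compounds were first incubated 15 min at room temperature; enzyme-free buffer wells were negative controls.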
APE1 inh – blocks human APE1 abasic DNA cleavage; P27695; recombinant APE1, TAMRA/BHQ-2 abasic DNA cleavage fluorescence; Potency, µM (titrated, usually from 65.8 µM), for inactives: at the highest dose activity change, negative = inhibition, most hits filed as inhibitors; actives 0.35% (n = 350,000);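 also: potency is read from the fitted curve at half-maximal effect; plate controls were vehicle for no effect and reference inhibitor for full effect; nearly all actives have a fitted effect of over 55% in size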
Target sequence (P27695 whole entry, looked up): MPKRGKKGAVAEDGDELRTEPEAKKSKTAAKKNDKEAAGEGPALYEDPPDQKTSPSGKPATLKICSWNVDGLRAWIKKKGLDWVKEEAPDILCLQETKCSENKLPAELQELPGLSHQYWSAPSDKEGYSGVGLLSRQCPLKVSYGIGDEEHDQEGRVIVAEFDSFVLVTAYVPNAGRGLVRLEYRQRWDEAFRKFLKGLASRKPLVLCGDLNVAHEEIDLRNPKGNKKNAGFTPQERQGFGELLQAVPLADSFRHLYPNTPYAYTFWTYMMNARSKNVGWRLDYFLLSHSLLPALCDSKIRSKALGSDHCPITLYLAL
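APE1 at 0.75 nM final was preincubated with compound 15 min at room temperature, then 50 nM double-stranded THF abasic-site substrate (5'-TAMRA/3'-BHQ-2) was added. Fluorescence (ex 525/em 598 nm) was read kinetically; third-minus-first read gave activity.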
Pol beta inh – DNA polymerase beta (human) inhibition | P06746 | Pol beta primer extension/strand displacement, fluorescence kinetic | Potency, µM (titrated, usually from 114 µM), without a hit: top-dose activity change, negative = inhibition, usual class: inhibitors | actives 1.3% (n = 340,000); also: potency is read from the fitted curve at half-maximal effect; % is scaled to controls: 0 for no effect and ±100 for the full control effect
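Human Pol beta at 10 nM; strand-displacement substrate 50 nM final. Compound exposure 15 min at room temperature before start, reaction 10 min at room temperature.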
POLK inh – inhibitors of human DNA polymerase kappa; Potency, µM (series often up to 107 µM), inactives show top-dose activity, negative = inhibition, usual class: inhibitors; AID 588579; actives 0.53% (n = 400,000); Q9UBT6; purified Pol kappa, fluorescent DNA synthesis assay, 10 min; also: potency is read from the fitted curve at half-maximal effect; % is scaled to controls: 0 for no effect and ±100 for the full control effect
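Kinetic fluorescence readout at 0 and 10 min followed reaction start with substrate at 50 nM final. Beforehand, enzyme (10 nM Pol kappa) stood 15 min with compound at room temperature; buffer-only wells were negative controls.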
ERG-DNA inh – blocks human ERG Ets domain binding to DNA. actives 0.028% (n = 370,000). fluorescence polarization, His-ERG Ets domain / labelled DNA. Potency, µM (highest dose often 76.9 µM), without a hit: at the highest dose FP activity, negative = inhibition, actives largely listed as inhibitors. AID 624246; active = well fitted inhibition curve with a large enough effect in the polarisation, with a control signal flat; inconclusive = small, poorly fitted or top-dose-only effect, or effect the other way, or a change in a side signal; inactive = no such curve, though single readings can be large or run the other way; the % refers to the polarisation;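 also: polarization taken with two DNA probes labelled with fluorescein and Texas red; potency is read from the fitted curve at half-maximal effect; % of control where 0% means no effect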
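His-tagged ERG Ets domain (1 uM in the protein solution; 300mM KCl, 50mM Tris-HCl, 1mM EDTA, 1mM DTT, pH 7.5) received compound, then a probe mix of 5 nM fluorescein-DNA and 100nM Texas-615-DNA. Fluorescence polarization was read for both dyes.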
BLM helicase inh – blocks DNA unwinding by human BLM helicase; P54132; recombinant BLM DNA unwinding, fluorescence dequenching; Potency, µM (top dose mostly 56.1 µM), without a hit: top-dose activity change, negative = inhibition, hits mostly inhibitors; actives 0.2% (n = 350,000); AID 2528;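 also: potency is read from the fitted curve at half-maximal effect; plate controls were vehicle for no effect and no enzyme for full effect; nearly all actives have a fitted effect of over 35% in size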
TRHR ag – agonists of human TRH receptor; P34981; activation, % at 2 µM; TRHR cells, calcium flux fluo-8, FDSS agonist mode; actives 0.18% (n = 360,000); in the data active = activation above about 30%; also: 0% is about no effect
Target sequence (P34981 whole entry, looked up): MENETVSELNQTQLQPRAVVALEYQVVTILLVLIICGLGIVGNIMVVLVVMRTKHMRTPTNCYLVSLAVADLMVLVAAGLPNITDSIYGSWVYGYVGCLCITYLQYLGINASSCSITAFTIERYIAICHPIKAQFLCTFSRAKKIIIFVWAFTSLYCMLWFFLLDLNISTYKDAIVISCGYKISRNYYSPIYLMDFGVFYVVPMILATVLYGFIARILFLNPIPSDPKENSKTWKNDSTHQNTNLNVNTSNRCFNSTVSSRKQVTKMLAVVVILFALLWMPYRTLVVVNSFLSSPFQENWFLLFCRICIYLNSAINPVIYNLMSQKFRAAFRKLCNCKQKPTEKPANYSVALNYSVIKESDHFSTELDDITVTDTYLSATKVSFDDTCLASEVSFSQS
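TRHR-expressing cells loaded with fluo-8 calcium dye; 23 nL library compound pin-transferred, kinetic FDSS fluorescence (Ex 480/Em 530) recorded about 180 s for agonist-induced calcium release, before a 10 nM TRH EC20 addition for potentiator mode.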
Apoferritin bind – candidate novel general anesthetic via apoferritin binding. P02791. apoferritin/1-aminoanthracene competitive binding, fluorescence. Potency, µM (series often up to 77.5 µM), inactives show at the top dose activity change, negative = displacement, hits mostly inhibitors. actives 0.074% (n = 350,000). AID 485281; also: potency is read from the fitted curve at half-maximal effect; % is scaled to controls: 0 for no effect and ±100 for the full control effect; nearly all actives have a fitted effect of over 20% in size
Target sequence (P02791 2-175 limits assumed): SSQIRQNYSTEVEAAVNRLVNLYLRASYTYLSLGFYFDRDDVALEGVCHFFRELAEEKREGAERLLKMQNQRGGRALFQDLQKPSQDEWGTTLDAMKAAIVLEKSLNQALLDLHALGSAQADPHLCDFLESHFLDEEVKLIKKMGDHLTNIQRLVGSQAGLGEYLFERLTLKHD
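Steps: apoferritin (10 uM) was premixed with half-saturated 1-AMA in PBS, compounds were pin-transferred, plates stood 10 min at room temperature, fluorescence was read at 380/535 nm, and curves were fitted with a Hill equation.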
12-LOX inh – ALOX12 (human) lipoxygenase inhibition | purified 12hLO, xylenol orange hydroperoxide absorbance | Potency, µM (doses to about 108 µM), for the others: top-dose activity change, negative = inhibition, actives largely listed as inhibitors | actives 1.1% (n = 580,000); also: potency is read from the fitted curve at half-maximal effect; % is scaled to controls: 0 for no effect and ±100 for the full control effect
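Purified human 12hLO at 150 nM in 25 mM Hepes, 0.01% Triton X-100, pH 7.0, preincubated 15 min at room temperature with compound. Reaction started with 40 uM arachidonic acid, 30 min at room temperature. Hydroperoxide measured by Fe-xylenol orange, 573/405 nm absorbance ratio.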
* = called active by the depositor; ? = inconclusive; nt = no result given; [ ] = another dose, or the depositor's remark. Unless noted, calls follow the shape of the dose curve; as a rule, active = well fitted curve in the direction sought with a large enough effect; inconclusive = small, poorly fitted or top-dose-only effect, or another doubt; inactive = no such curve, though single readings can be large; an effect the other way counts as inactive or inconclusive. Only part of the results is shown (hit frequency here may not be typical).

A first look, nine compounds:
SMILES | POLI inh | APE1 inh | Pol beta inh | POLK inh | ERG-DNA inh | BLM helicase inh | TRHR ag | Apoferritin bind | 12-LOX inh
Cc1ccc(C2=NN(CCC(=O)NCCc3cccc(C)c3)C(=O)CC2)cc1 | -10% | nt | 4% | -22%[60.1 µM] | 0% | -6% | -1.0 | -13% | -18%
CCN(CC)S(=O)(=O)c1ccc(OC)c(NC(=O)c2cn(CC)c3nc(C)ccc3c2=O)c1 | 23% | -3% | 6% | 1% | -3% | -5% | -0.6 | -9% | -4%
CCCCOc1ccc(C(=O)NCCc2csc3nc(-c4ccccc4F)nn23)cc1 | -2% | nt | 5% | -14%[60.1 µM] | 0% | -5% | 0.3 | ? | -16%
COC(=O)Cc1ccc(NC(=O)c2ccccc2Cl)cc1 | 58%[activator] | 5% | -2% | -3% | -3% | -1% | -0.3 | -13% | -5%
CCC[C@@H]1C[C@@H](C(=O)N[C@@H]([C@H]2O[C@H](SC)[C@H](O)[C@@H](O)[C@H]2O)[C@@H](C)O)N(C)C1 | nt | 1% | nt | -13%[60.1 µM] | nt | 3% | nt | -10% | ?
O=C(Nc1ccc2c(c1)oc1ccccc12)c1ccncc1 | 2% | -2% | -18% | -7% | 3% | 0% | 0.1 | -10% | -22%
Cc1ccc(NC(=O)C2COc3ccccc3O2)cc1C (stereo not drawn) | 110%[activator] | -14% | 0% | 1% | -1% | -5% | -0.2 | ? | nt
O=C(c1cnccn1)N1CCC2(CCCN(Cc3ccncc3)C2)CC1 | nt | 1% | nt | 9%[60.1 µM] | nt | -2% | nt | nt | ?
Cc1ccc(C)c(N2CCN(C(=O)C3CCN(c4nc(-c5ccc(C(C)C)cc5)no4)CC3)CC2)c1 | -2% | nt | 27% | -9%[60.1 µM] | 1% | -11% | 0.1 | -6% | -28%

The whole of this part, repeating the preview:
SMILES | POLI inh | APE1 inh | Pol beta inh | POLK inh | ERG-DNA inh | BLM helicase inh | TRHR ag | Apoferritin bind | 12-LOX inh
Cc1ccc(C2=NN(CCC(=O)NCCc3cccc(C)c3)C(=O)CC2)cc1 | -10% | nt | 4% | -22%[60.1 µM] | 0% | -6% | -1.0 | -13% | -18%
CCN(CC)S(=O)(=O)c1ccc(OC)c(NC(=O)c2cn(CC)c3nc(C)ccc3c2=O)c1 | 23% | -3% | 6% | 1% | -3% | -5% | -0.6 | -9% | -4%
CCCCOc1ccc(C(=O)NCCc2csc3nc(-c4ccccc4F)nn23)cc1 | -2% | nt | 5% | -14%[60.1 µM] | 0% | -5% | 0.3 | ? | -16%
COC(=O)Cc1ccc(NC(=O)c2ccccc2Cl)cc1 | 58%[activator] | 5% | -2% | -3% | -3% | -1% | -0.3 | -13% | -5%
CCC[C@@H]1C[C@@H](C(=O)N[C@@H]([C@H]2O[C@H](SC)[C@H](O)[C@@H](O)[C@H]2O)[C@@H](C)O)N(C)C1 | nt | 1% | nt | -13%[60.1 µM] | nt | 3% | nt | -10% | ?
O=C(Nc1ccc2c(c1)oc1ccccc12)c1ccncc1 | 2% | -2% | -18% | -7% | 3% | 0% | 0.1 | -10% | -22%
Cc1ccc(NC(=O)C2COc3ccccc3O2)cc1C (stereo not drawn) | 110%[activator] | -14% | 0% | 1% | -1% | -5% | -0.2 | ? | nt
O=C(c1cnccn1)N1CCC2(CCCN(Cc3ccncc3)C2)CC1 | nt | 1% | nt | 9%[60.1 µM] | nt | -2% | nt | nt | ?
Cc1ccc(C)c(N2CCN(C(=O)C3CCN(c4nc(-c5ccc(C(C)C)cc5)no4)CC3)CC2)c1 | -2% | nt | 27% | -9%[60.1 µM] | 1% | -11% | 0.1 | -6% | -28%
N=C1S/C(=C\c2cn[nH]c2-c2ccc(F)cc2)C(=O)N1c1ccccc1F | 124%[activator] | 6% | 5% | -1% | 4% | -1% | 2.2 | -2% | 11%
Cn1ccnc1C(=O)Cc1ccc([N+](=O)[O-])cc1 | 29% | nt | nt | -2% | -6%[15.4 µM] | nt | nt | nt | 475%[activator]
CC(C)Sc1nc2c(cnn2-c2ccccc2)c(=O)[nH]1 | 5% | 0% | 1% | -11% | 0% | 3% | -0.1 | -9% | 4%
O=C1CNC(=S)N1c1nc2ccccc2s1 | 158%[activator] | 19% | -10% | -5% | -27% | -3% | 0.2 | -6% | -1%
O=C(COC(=O)c1cccc(S(=O)(=O)N2CCCCCC2)c1)Nc1ccccc1C(F)(F)F | 16% | -11% | nt | -3% | 14% | nt | 1.2 | nt | 3%
O=C1CC2(CCCCC2)Oc2ccc(O)cc21 | -19% | 3% | 26% | -9% | -8% | -3% | 0.1 | ? | -14%
COC(=O)C1=C(C)N(Cc2ccccc2)C(=NCc2ccccc2)N[C@H]1c1cccc(F)c1 | 10% | 6% | 50% | -14% | -10% | -13% | 2.6 | -16% | ?
CN(C(=O)c1cccc(OC2CCN(S(=O)(=O)N(C)C)CC2)c1)C1CCOC1 (stereo not drawn) | 29% | 15% | 11% | 3% | 4% | 0% | 0.0 | -9% | 0%
COC(C[C@@H]1O[C@@H]1[C@H](O)[C@@H](C)OCc1ccccc1)OC | 17% | 14% | 24% | -11% | -11% | 0% | -0.3 | -10% | 9%
Cc1ccc(OC(=O)c2ccc(C)c([N+](=O)[O-])c2)cn1 | 0% | -4% | 2% | -5% | 4% | -5% | 0.7 | -10% | -8%
CCc1nn(CC(=O)NCCc2ccc(OC)cc2OC)c(=O)c2cc3c(OC)cccc3n12 | 6% | nt | 0% | -11% | 0% | -8% | 0.3 | -1% | -25%
CCN(CC)CCN1C(=O)C(=O)/C(=C(/O)c2ccc(S(=O)(=O)N3CCOCC3)cc2)C1c1ccc(C)cc1 (stereo not drawn) | -4% | -18% | -7% | -19% | -1% | 2% | 1.1 | -16% | 4%
O=C(c1cccc([N+](=O)[O-])c1)c1ccc2c(c1)C(=O)NC2=O | 64%[activator] | 12% | 1% | -1% | -11% | -2% | 1.6 | -8% | -5%
CCC(=O)N1CCc2cc(CNS(=O)(=O)c3cc(OC)ccc3OC)ccc21 | 31%[activator] | nt | 2% | -4% | 2% | 7% | 0.2 | -5% | -14%
Cc1cccc(N2C(=O)CS(=O)(=O)C23C(=O)N(Cc2c(F)cccc2Cl)c2ccccc23)c1 (stereo not drawn) | 1% | nt | 38% | 5% | 13% | -4% | -0.4 | 0% | -10%
Cc1nn(C)cc1/C=N/NC(=O)CSc1ccccn1 | -11%[58.9 µM] | 5% | -1% | 1% | 9% | -4% | 0.9 | 7% | 0%
COc1ccc(-c2csc(C)n2)cc1OC | 8% | -2% | 2% | 2% | -2% | 1% | 0.2 | -1% | -6%
COc1ccc(Cn2c(SCc3ccc(C(=O)NCc4cccs4)cc3)nc3cccnc32)cc1 | 8% | nt | 17% | -3% | -2% | -3% | 0.9 | -3% | -5%
Cc1ccccc1NC(=O)NCC1CCN(c2ccc(S(=O)(=O)N3CCOCC3)cc2)CC1 | 0% | 29% | 4% | -17% | 24% | -6% | -0.5 | -6% | 1%
O=C(Nc1ccc(F)cc1)C1CCCN(c2cnccn2)C1 (stereo not drawn) | ? | 51%[activator] | 3% | -13% | 13% | -1% | 0.2 | 6% | -17%
CCO[C@H]1OC(C(=O)O)=C[C@@H](c2ccccc2)[C@@H]1CCCO | 2% | nt | nt | 8% | -6% | nt | nt | nt | ?
CCC(c1nnc(SCC(=O)Nc2ccc(C(=O)N(C)C)cc2)n1Cc1ccccc1)N(C)C (stereo not drawn) | 6% | 19% | 1% | -12% | -12% | -4% | 0.2 | -2% | 8%
CN(C)c1ccc(C2C3C(=O)NC(=O)C3ON2c2ccc(Cl)cc2)cc1 (stereo not drawn) | -4% | -4% | 6% | -24% | 6% | -4% | -0.2 | -19% | 254%[activator]
CCOc1ccc(N(C(=O)CNC(=O)c2ccco2)C(C(=O)NCC2CCCO2)c2ccccc2)cc1 (stereo not drawn) | 102%[activator] | -7% | 10% | -8% | -5% | -6% | -0.2 | 5% | -12%
CCCc1nc(-c2cc3ccccc3[nH]c2=O)no1 | 51%[activator] | -15% | 5% | 13% | -15% | -7% | 0.4 | -6% | -1%
Cc1onc(-c2ccccc2)c1C(=O)NC(C)CCc1ccccc1 (stereo not drawn) | -3% | 48%[activator] | -17% | 4% | -2% | 1% | -1.8 | -10% | 1%
Cc1ccc(S(=O)(=O)NCc2cccnc2)s1 | 19% | 2% | -1% | -25% | -1% | -5% | 0.6 | 5% | 0%
O=C(NCCCc1ccccc1)c1cncc(Br)c1 | 9% | -28% | ? | 1% | -2% | 1% | -1.4 | 0% | 0%
COC(=O)c1ccccc1C(=O)c1cccc2ccccc12 | 4% | 16% | 50% | -7% | 21% | -4% | 0.1 | -24% | 13%
O=S(=O)(O)c1nc2ccccc2n1Cc1cccc2ccccc12 | nt | -10% | 1% | nt | nt | 3% | -0.8 | 6% | nt
C#CCOCCOCCOCCNc1nc(N2CCN(C(=O)C(Cc3ccc(O)cc3)n3cc(C(N)CC(C)C)nn3)CC2)nc(N2CCN(C(=O)C(Cc3cc4ccccc4[nH]3)n3cc(C(N)Cc4ccc(O)cc4)nn3)CC2)n1 (stereo not drawn) | nt | -5% | 35µM* | nt | nt | -8% | -0.1 | -8% | nt
COc1ccc(Cc2nnc(NC(=O)CSc3ccccc3)s2)cc1OC | -7% | 3% | -20% | 3% | 0% | -9% | -0.1 | ? | 0%
